Neddyl block: inhibitors of human cullin neddylation. calls only at 25 µM. TR-FRET cullin neddylation, biochemical. hit rate 0.58% among 360,000. AID 651699; in the data active means inhibition above about 36%
Rpn11 block: inhibitors of human proteasome Rpn11; O00487; human 26S proteasome, Ub4-pepOG fluorescence polarization; 20S core pre-blocked with epoxomicin; calls only at 20 µM; hit rate 0.59% among 360,000;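 active means inhibition at 20 µM, scaled to each plate's controls, above about 33%, limit read from the data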
Target sequence (O00487 whole entry, looked up): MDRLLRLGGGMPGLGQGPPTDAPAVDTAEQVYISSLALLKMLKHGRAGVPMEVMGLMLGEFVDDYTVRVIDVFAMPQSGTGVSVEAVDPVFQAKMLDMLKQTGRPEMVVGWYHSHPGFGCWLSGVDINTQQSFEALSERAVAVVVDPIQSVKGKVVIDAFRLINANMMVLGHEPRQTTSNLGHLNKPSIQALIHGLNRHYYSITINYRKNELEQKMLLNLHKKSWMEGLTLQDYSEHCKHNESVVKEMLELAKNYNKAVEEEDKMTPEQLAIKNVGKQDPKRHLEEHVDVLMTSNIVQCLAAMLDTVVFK
NadD inh: NadD (S. aureus) enzyme inhibition; purified NadD enzyme, colorimetric absorbance read-out; hit rate 0.78% among 360,000; AID 602399; inhibition, % at 20 µM; in the data active means inhibition above about 26%; further: some compounds past the cut are filed as inactive
MLLE-PAM2 inh: blocks PAM2 peptide binding to the PABP1 MLLE domain; P11940; GST-MLLE / FITC-PAM2 fluorescence polarization; inhibition, % at 20 µM; hit rate 0.36% among 360,000; AID 588489; in the data active means inhibition above about 35%, passing the limit was not always enough;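 further: plate controls were DMSO wells with GST-MLLE for no effect and wells lacking GST-MLLE protein for full effect; some results filed as inactive read as strong as hits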
Target sequence (P11940 whole entry, looked up, the tested form may be a part): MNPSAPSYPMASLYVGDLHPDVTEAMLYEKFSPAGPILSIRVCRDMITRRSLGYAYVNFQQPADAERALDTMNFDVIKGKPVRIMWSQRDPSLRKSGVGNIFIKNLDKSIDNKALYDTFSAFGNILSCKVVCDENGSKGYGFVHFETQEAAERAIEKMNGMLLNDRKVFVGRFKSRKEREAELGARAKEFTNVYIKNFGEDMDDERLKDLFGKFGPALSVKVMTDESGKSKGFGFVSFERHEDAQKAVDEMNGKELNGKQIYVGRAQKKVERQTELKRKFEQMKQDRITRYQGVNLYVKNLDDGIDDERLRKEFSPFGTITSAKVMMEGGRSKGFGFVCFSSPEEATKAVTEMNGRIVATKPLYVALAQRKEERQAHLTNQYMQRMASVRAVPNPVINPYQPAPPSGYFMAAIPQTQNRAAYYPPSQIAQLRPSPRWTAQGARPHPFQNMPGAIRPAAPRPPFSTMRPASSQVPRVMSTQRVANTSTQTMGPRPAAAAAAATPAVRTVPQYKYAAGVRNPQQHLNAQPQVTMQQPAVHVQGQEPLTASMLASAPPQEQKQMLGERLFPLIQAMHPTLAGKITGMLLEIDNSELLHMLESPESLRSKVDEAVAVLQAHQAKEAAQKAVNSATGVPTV
SKN-1 block: blocks SKN-1 activity in C. elegans; C. elegans VP596 Pgst-4::GFP/RFP ratio, acrylamide-induced, 24 h; inhibition, % at 21.8 µM; hit rate 0.49% among 360,000;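 active means interference check ratio from 0.5 to 1.5 plus GFP to RFP signal ratio inhibition reaching or exceeding a fixed threshold, cut at about 30% in these data, passing the limit was not always enough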; further: some compounds called inactive have numbers as strong as hits
MT1-MMP act inh: blocks activation of human MT1-MMP | P50281 | HT1080 RFP-PRO-GFP cells, GFP/RFP ratio fluorescence, overnight; percent of plate control window, DMSO zero | GFP/RFP ratio change, % at 20 µM | hit rate 0.061% among 360,000;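 active means GFP/RFP ratio change of at least 30% with cell ATP level not reduced by more than half and red fluorescence within 50% of control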; further: strong numbers were not always called active
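Assay system: HT1080 RFP-PRO-GFP cells. Benchmarks: DMSO vehicle wells and RFP-L50D-GFP reporter cell wells. Times: overnight cell settling, then overnight compound exposure, 37 °C, 5% CO2. Compound: 20 µM single dose, 1% DMSO. Read-out basis: GFP/RFP fluorescence ratio.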
FAS-TE inh: blocks the thioesterase domain of human fatty acid synthase; recombinant FAS-TE, OMFH fluorogenic substrate, fluorescence endpoint; inhibition, % at 15 µM; P49327; hit rate 0.67% among 360,000;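 active means compounds whose normalised, plate-corrected inhibition of enzyme fluorescence in the single-dose primary screen is 50% or more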;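 further: 0% = DMSO with enzyme and 100% = substrate without enzyme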
CSN deneddyl inh: CSN deneddylation inhibition; Q92905; Purified CSN, SCF-Nedd8-OG deneddylation, fluorescence polarization; inhibition, % at 12.5 µM; hit rate 0.38% among 360,000;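 active means pattern-corrected inhibition above about 35%, with an unprinted fluorescence ratio check between 0.5 and 1.5, limit read from the data, passing the limit was not always enough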;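 further: 0% = enzyme with substrate and 100% = substrate without enzyme; some results filed as inactive read as strong as hits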
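Detection – fluorescence polarization · System – HEK293T-derived human Csn5 enzyme · Controls – substrate-only high control, full reaction low control · Timing – 90 min, room temperature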
Rin1-Abl PPI inh: human Rin1-Abl interaction inhibition | AID 588664 | P00519+Q13671 | hit rate 0.4% among 360,000 | inhibition, % at 7.35 µM | TR-FRET Rin1/Abl binding, biochemical; in the data active means inhibition above about 5%, passing the limit was not always enough
Starred values were filed as active, the others as inactive; i = inactive; . = no result given; + = active, no number.

[1] Cc1c(C(=O)N2CCCCC2)oc2ccc(Br)cc12
[2] O=C(COc1ccc(F)cc1Cl)Nc1cc(S(=O)(=O)N2CCOCC2)ccc1N1CCCCC1
[3] N#CC12CCCCC1CC1CCCCC1(C#N)N2Cc1ccccn1 (stereo not drawn)
[4] CCCCC(=O)Nc1ccc(S(=O)(=O)Nc2nccc(C)n2)cc1
[5] CCN(C(=O)c1c(C)noc1C)c1c(N)n(Cc2ccccc2)c(=O)[nH]c1=O
[6] O=c1[nH]c2ccccc2c2nc(-c3cccc(S(=O)(=O)N4CCCC4)c3)nn12
[7] CCOC(=O)c1ccc(NS(=O)(=O)c2ccc3oc(=O)[nH]c3c2)cc1
[8] COc1ccccc1CC1CC(=O)N(c2cccc(Cl)c2C)C1=O (stereo not drawn)
assay / compound	1	2	3	4	5	6	7	8
Neddyl block	i	i	i	i	i	i	i	i
Rpn11 block	i	i	i	i	i	i	i	i
NadD inh	-2	8	2	-10	-6	4	1	2
MLLE-PAM2 inh	-4	-8	36	3	2	6	-24	-4
SKN-1 block	17	8	-18	-3	16	2	-2	1
MT1-MMP act inh	3	-9	1	1	-1	-1	1	5
FAS-TE inh	7	29	-2	-3	-6	1	-5	-3
CSN deneddyl inh	-2	3	-1	2	-4	3	-6	2
Rin1-Abl PPI inh	-1	2	2	0	1	-4	1	2

[9] Cc1nc2ccc(Nc3nc4cc(S(=O)(=O)N5CCOCC5)ccc4o3)cc2s1
[10] CC(OC(=O)CNS(=O)(=O)c1ccc(C#N)cc1)C(=O)Nc1ccc(Cl)cn1 (stereo not drawn)
[11] Cc1ccc(NC2=Nc3ccccc3CC2)cc1
[12] CCN1CCN(C(=O)CN2C(=O)c3cccc4cccc2c34)CC1
[13] Cc1ccc(-n2c(-c3ccco3)nc3c(cnn3-c3ccc(C)cc3)c2=O)cc1
[14] O=C(CN1CCc2ccccc2C1)NCc1ccco1
[15] COc1cccc(/C=C/C(=O)OCC(=O)Nc2cc(C(F)(F)F)ccc2Cl)c1
[16] C(#CCN1CCOCC1)COC(c1ccccc1)c1ccccc1
assay / compound	9	10	11	12	13	14	15	16
Neddyl block	i	i	i	i	i	i	.	i
Rpn11 block	i	i	i	i	i	i	i	i
NadD inh	3	1	-6	6	1	-4	-2	-6
MLLE-PAM2 inh	17	5	12	8	3	-10	10	1
SKN-1 block	-5	11	1	-16	-7	13	-4	-3
MT1-MMP act inh	-3	-2	4	5	1	-4	4	2
FAS-TE inh	4	-6	-9	-10	14	-8	32	-5
CSN deneddyl inh	7	-6	-1	-4	0	-3	-8	7
Rin1-Abl PPI inh	1	-2	-1	-3	0	-2	1	-1

[17] C[C@H]1CN(CCc2ccccc2)C(=O)[C@@H]1CC(=O)Nc1ccc(Br)cc1
[18] CCOc1ccc(CN2C(=O)c3ccccc3C2C(=O)NCc2cccnc2)cc1 (stereo not drawn)
[19] C/C(=N\NC(=O)c1ccco1)c1cc(Cl)sc1Cl
[20] Fc1cccc(Nc2cc(-n3cccn3)ncn2)c1
[21] O=C(COC(=O)c1cc(S(=O)(=O)N2CCCC2)ccc1O)Nc1ccc(S(=O)(=O)N2CCOCC2)cc1
[22] CC(=O)COc1ncnc2c(Cl)cc(Cl)cc12
[23] COc1ccc(NC(=O)C2(c3ccc(NC(=O)c4ccc(OC(C)=O)cc4)cc3)CCCC2)cc1
[24] c1ccc(-c2cc3ccccc3nc2N2CCCC2)cc1
assay / compound	17	18	19	20	21	22	23	24
Neddyl block	i	i	i	i	i	i	.	i
Rpn11 block	i	i	i	i	i	i	i	i
NadD inh	-8	-3	0	1	-2	-5	0	0
MLLE-PAM2 inh	3	5	3	2	-5	-3	1	-5
SKN-1 block	-3	-6	10	28	1	8	8	3
MT1-MMP act inh	6	1	0	-1	2	0	4	-1
FAS-TE inh	2	-3	2	7	-2	-4	-2	11
CSN deneddyl inh	-3	-5	-1	-1	-1	6	0	4
Rin1-Abl PPI inh	1	1	-2	6	-3	2	-2	-2

[25] CCOC(=O)C(Cc1ccnnc1)=NO
[26] O=C(Nc1cccc(-c2nc3ccccc3s2)c1)c1cc(-n2cnnc2)ccc1Cl
[27] Cn1nnnc1SCC(=O)Nc1ccccc1Br
[28] O=C(CSc1ncccn1)N1CCCC1
[29] O=C(O)c1cc(-c2ccc3c(c2)OCO3)nc2ccc(Cl)cc12
[30] COc1cc(C)nc(N(C)C(C)=O)n1
[31] N#Cc1ccc(Oc2ccc(S(=O)(=O)N3CCCC3)cn2)cc1
[32] N=C1c2c(cc(=O)n3c2[nH]c2ccccc23)CN1CCN1CCOCC1
assay / compound	25	26	27	28	29	30	31	32
Neddyl block	i	i	i	i	+	i	i	.
Rpn11 block	i	i	i	i	i	i	i	i
NadD inh	4	40*	0	-1	-1	-2	-6	-2
MLLE-PAM2 inh	4	-38	9	4	-5	-3	1	-7
SKN-1 block	16	11	8	3	-3	1	2	9
MT1-MMP act inh	0	1	0	1	0	6	-1	-13
FAS-TE inh	-6	33	-2	-3	-5	-7	-2	-3
CSN deneddyl inh	3	1	1	-3	1	0	-5	3
Rin1-Abl PPI inh	0	0	0	2	-1	2	3	-4

3 structures from above, arranged by heavy-atom count, rising.
[30] COc1cc(C)nc(N(C)C(C)=O)n1
[25] CCOC(=O)C(Cc1ccnnc1)=NO
[31] N#Cc1ccc(Oc2ccc(S(=O)(=O)N3CCCC3)cn2)cc1
assay / compound	30	25	31
Neddyl block	i	i	i
Rpn11 block	i	i	i
NadD inh	-2	4	-6
MLLE-PAM2 inh	-3	4	1
SKN-1 block	1	16	2
MT1-MMP act inh	6	0	-1
FAS-TE inh	-7	-6	-2
CSN deneddyl inh	0	3	-5
Rin1-Abl PPI inh	2	0	3

New compounds follow:
[33] C=CC[C@H](CC(=O)N(CCO)Cc1ccccc1)C(=O)N[C@@H](COC(=O)[C@@H](CC=C)Cc1ccc(F)cc1)Cc1c[nH]c2ccccc12
[34] O=C(OCC(=O)N1CCOCC1)c1cc(-c2ccccc2)nc2ccccc12
[35] Cc1c(Cl)cccc1NC(=O)c1cccc(OC(F)F)c1
[36] COc1ccc2oc(C(=O)OCC(=O)NC(=O)c3ccccc3)c(C)c2c1
[37] FC(F)(F)c1ccnc(NCc2ccc(Cl)cc2)n1
[38] Cc1onc(-c2ccccc2Cl)c1C(=O)NCc1ccc(S(N)(=O)=O)cc1
[39] CCOc1cc(C2NC(=O)NC(c3ccccc3)=C2C(=O)c2ccccc2)c(Br)cc1OCC(=O)O (stereo not drawn)
[40] CC(=O)C(=Cc1cccc(C#N)c1)C(=O)c1ccccc1
assay / compound	33	34	35	36	37	38	39	40
Neddyl block	i	i	i	i	i	i	i	i
Rpn11 block	i	i	i	i	i	i	i	i
NadD inh	-6	1	-1	-1	-2	-3	1	7
MLLE-PAM2 inh	-15	12	-4	-21	-2	10	12	-1
SKN-1 block	-7	19	7	24	19	-16	-9	12
MT1-MMP act inh	-13	0	6	-1	0	-1	-8	-1
FAS-TE inh	16	0	6	6	17	-5	-2	-4
CSN deneddyl inh	1	1	-3	1	2	1	-5	3
Rin1-Abl PPI inh	-3	-4	-2	-1	2	-3	0	6

[41] CN(CCC#N)S(=O)(=O)c1cc2c3c(c1)CCN3C(=O)CC2
[42] CCCNC(=O)c1ccc(N2CCC3(CC2)CC(c2ccccc2)=NO3)c([N+](=O)[O-])c1
[43] CCc1ccccc1NC(=O)c1ccc2c(c1)CCN2S(C)(=O)=O
[44] COC(=O)c1cc(CNC(=O)Cc2ccsc2)ccc1OC
[45] C#CC(CC)(CC)NC(=S)Nc1ccc(S(N)(=O)=O)cc1
[46] CCCCCCn1c(SCCCC)nc2c1c(=O)[nH]c(=O)n2C
[47] CCN(CC)C(=O)[C@H]1CC(CC(=O)NCc2ccco2)C(=O)N2CCc3c([nH]c4ccccc34)[C@]12C (stereo partly drawn)
[48] Cc1ccc(-c2cnc3cccnn23)cc1F
assay / compound	41	42	43	44	45	46	47	48
Neddyl block	i	i	i	i	i	i	i	.
Rpn11 block	i	i	i	i	i	i	i	i
NadD inh	2	-5	-3	0	0	12	-6	2
MLLE-PAM2 inh	-12	4	11	0	16	-44	7	-6
SKN-1 block	13	-1	17	4	8	12	2	6
MT1-MMP act inh	-1	9	-1	0	-6	-4	-1	-3
FAS-TE inh	-7	6	1	-6	-2	3	-4	-2
CSN deneddyl inh	-4	-1	0	3	-6	1	0	3
Rin1-Abl PPI inh	-2	1	0	3	-4	0	-3	-1

[49] COc1cc(NC(=O)Cn2cnc3c(nc4n3CCCCC4)c2=O)cc(OC)c1OC
[50] CC(=O)c1ccccc1C(=O)N1CCCC(N2CCN(Cc3ccc4c(c3)OCO4)CC2)C1 (stereo not drawn)
[51] CCOc1cc(Br)ccc1S(=O)(=O)N1CCC(C(N)=O)CC1
[52] COc1ccc(NC(=O)CN2C(=O)/C(=C3\SC(=S)N(CCC(=O)O)C3=O)c3ccccc32)cc1
assay / compound	49	50	51	52
Neddyl block	i	i	i	i
Rpn11 block	i	i	i	i
NadD inh	-3	2	-3	51*
MLLE-PAM2 inh	6	-1	10	34
SKN-1 block	9	-14	4	-9
MT1-MMP act inh	-5	-3	1	-2
FAS-TE inh	-7	-2	-4	-1
CSN deneddyl inh	3	-3	-16	2
Rin1-Abl PPI inh	0	4	1	0

Molecules from the list above containing an NH in an aromatic ring (seven):
[5] CCN(C(=O)c1c(C)noc1C)c1c(N)n(Cc2ccccc2)c(=O)[nH]c1=O
[6] O=c1[nH]c2ccccc2c2nc(-c3cccc(S(=O)(=O)N4CCCC4)c3)nn12
[7] CCOC(=O)c1ccc(NS(=O)(=O)c2ccc3oc(=O)[nH]c3c2)cc1
[32] N=C1c2c(cc(=O)n3c2[nH]c2ccccc23)CN1CCN1CCOCC1
[33] C=CC[C@H](CC(=O)N(CCO)Cc1ccccc1)C(=O)N[C@@H](COC(=O)[C@@H](CC=C)Cc1ccc(F)cc1)Cc1c[nH]c2ccccc12
[46] CCCCCCn1c(SCCCC)nc2c1c(=O)[nH]c(=O)n2C
[47] CCN(CC)C(=O)[C@H]1CC(CC(=O)NCc2ccco2)C(=O)N2CCc3c([nH]c4ccccc34)[C@]12C (stereo partly drawn)
assay / compound	5	6	7	32	33	46	47
Neddyl block	i	i	i	.	i	i	i
Rpn11 block	i	i	i	i	i	i	i
NadD inh	-6	4	1	-2	-6	12	-6
MLLE-PAM2 inh	2	6	-24	-7	-15	-44	7
SKN-1 block	16	2	-2	9	-7	12	2
MT1-MMP act inh	-1	-1	1	-13	-13	-4	-1
FAS-TE inh	-6	1	-5	-3	16	3	-4
CSN deneddyl inh	-4	3	-6	3	1	1	0
Rin1-Abl PPI inh	1	-4	1	-4	-3	0	-3
